# Assay outcomes deposited in PubChem BioAssay by several laboratories.
# HIV RNase H inh = inhibitors of HIV-1 reverse transcriptase RNase H. actives 1.9% (n = 65,000). RT-RNase H RNA/DNA duplex cleavage, fluorescence. inhibition, % at 10 µM. P04585; in the data active = inhibition above about 50%
# RmlCD inh mix = RmlC/RmlD inhibition, mixture screen | RmlC/RmlD coupled enzyme inhibition, 384-well mixture HTS | inhibition, % at 5.5 µM | actives 0.39% (n = 110,000) | AID 1532; in the data active = inhibition above about 30%, passing the limit was not always enough; also: strong numbers were not always called active
# The depositor's hits bear a star; x = not tested or not shown; & = joins results of further samples. This is a subset; rates above refer to the full screens.
compound	HIV RNase H inh	RmlCD inh mix
CN1CCN(c2ccc(Cl)cc2NC(=O)c2ccc(S(=O)(=O)N3CCCCCC3)cc2)CC1	-2.9	9.8
c1ccc(OCCCc2nc(-c3ccncc3)no2)cc1	-27.3	10.5
C1=C(CCNCC2CC2)CCCC1	x	-1.9
CCn1c(-c2cc(Br)ccc2O)n[nH]c1=S	-2.5	-11.5
S=C(Nc1cccc(Cl)c1)N1CCOCC1	x	3.7
CC(C)CN1C(=O)c2ccc(NC(=O)c3ccccc3F)cc2C1=O	x	-38.8
O=C(CSc1ncn[nH]1)Nc1cccc2ccccc12	-5.1	-12.4
C=CCn1c(SCC(=O)Nc2ccccc2OC)nnc1-c1ccccn1	-18.9	-8.5
COc1cccc(NC=C2C(=O)OC(C)(C)OC2=O)c1	-5.5	12.0
c1ccc2c(c1)CCCC2C1=NCCN1 (stereo unspecified)	-1.5&-8.9	-14.9
CCc1ccc2nc(NC3=NCN(CCOC)CN3)nc(C)c2c1	-1.4	x
CC1(C)OC(=O)C(=CNc2cccc(C(=O)O)c2)C(=O)O1	-12.1	11.2

# (next part)
compound	HIV RNase H inh	RmlCD inh mix
Cc1ccc(S(=O)(=O)/N=C(\c2ccccc2)N(C)S(=O)(=O)c2ccc(C)cc2)cc1	x	4.8
O=C1C2C3C=CC(C3)C2C(=O)N1CCN1CCN(S(=O)(=O)c2ccc3ccccc3c2)CC1 (stereo unspecified)	1.6	4.7
CCCCn1c(SC(C)C(N)=O)nc2cc(C(=O)OC)ccc2c1=O (stereo unspecified)	x	-18.2
CSc1[nH]c(=O)c(C(=O)O)cc1C#N	5.2	49.4
CCN(CCNC(=O)C1CCN(S(C)(=O)=O)CC1)c1ccccc1	3.5	-15.2
C=CCSc1nc(=O)n2cccc(C)c2n1	x	-11.1
CCCn1c(C)nc2c(c1=O)c1nc3ccccc3nc1n2CCc1ccccc1	9.2	x
Cc1ccc(N2CCN(C(=O)N3CCCC3)CC2)cc1C	x	-12.2
CCCN1C(=O)c2ccc(C(=O)Nc3cc(C)on3)cc2C1=O	3.5	10.3
Cc1cc2c(c(=O)n1Cc1ccco1)C(c1ccccc1)C(C#N)=C(N)O2 (stereo unspecified)	x	-9.7
COc1ccccc1CNC(=O)C[n+]1ccccc1	x	12.5
Cc1ccccc1N1CCN(C(=O)c2ccc(Oc3ccc(C(F)(F)F)cn3)cc2)CC1	x	13.9

# The listing continues:
compound	HIV RNase H inh	RmlCD inh mix
CC(C)c1ccc(NC(=O)c2cnn(-c3ccccc3)c2NC(=O)c2ccco2)cc1	11.2	5.4
COC(=O)c1cc2sc(Cl)cc2n1CC(=O)N1CCCc2ccccc21	10.1	2.5
CN1CCN(C(=O)c2ccc(CSc3nc4ccncc4n3Cc3ccc(F)cc3)cc2)CC1	x	6.9
COc1ccc(S(=O)(=O)NCc2ccc3c(c2)OCO3)cc1C(=O)O	-1.8	9.1
CC(C)(C)OC(=O)NCCCC[C@H](NC(=O)c1nc[nH]c1C(=O)N1CCc2ccccc2C1)C(=O)OC(C)(C)C	x	9.4
CCc1ccccc1N=C1SCC(=O)N1C	-9.7	-2.1
Nc1nc(C2CCCCC2)cs1	x	-8.4
Cc1noc(C)c1COC(=O)Cc1ccc(Cl)c(Cl)c1	-104.6	x
C=CCNS(=O)(=O)c1ccc(OC)c(C)c1	-2.9	-1.2
C/C(=N\O)c1ccc2[nH]ccc2c1	-15.2	8.2
O=C1C2C(C(=O)N1Cc1ccco1)C1C=CC2C12CC2 (stereo unspecified)	-5.0	8.5
Cc1ccccc1C1C(C#N)=C2N=C(N)c3c(sc4c3CCCCC4)N2C2=C1C(=O)CCC2 (stereo unspecified)	x	4.9

# Carrying on.
compound	HIV RNase H inh	RmlCD inh mix
CC1CCCN(CC(O)COc2ccc(Cl)cc2)C1 (stereo unspecified)	0.7	-4.7
Cc1cccc(NCc2ccccc2O)c1C	-41.1	12.0
O=[N+]([O-])c1ccc(N/N=C/c2cn(-c3ccccc3)nc2-c2ccccc2)cc1	x	21.9
Cc1ccc(Cn2c(SCc3cccnc3)nc3c2c(=O)n(C)c(=O)n3C)cc1	-2.2	-4.4
O=S(=O)(c1ccc(N2CCC(c3ccc(Cl)cc3)=N2)cc1)N(CCO)CCO	x	39.5*
OC[C@H]1O[C@@H](n2cnc3c(NC4CCCC4)ncnc32)[C@H](O)[C@@H]1O	-6.4	-3.7
Cc1cc(NCCN(C)C)n2nc(-c3cccs3)cc2n1	-6.4	-9.2
CCOC(=O)[C@@H]1[C@H]2COc3cc(OC)ccc3[C@@H]2N2C(=O)N(c3ccc(Br)cc3)C(=O)[C@]12C	x	-14.3
CCCC(=O)N1CCc2cc(OC)c(OC)cc2C1c1cc2cc3c(cc2[nH]c1=O)OCO3 (stereo unspecified)	x	-0.8
CCc1ccccc1N1CSC2=C(C#N)C(c3ccccc3F)CC(=O)N2C1 (stereo unspecified)	89.1*	-2.6
Cc1ccc(S(=O)(=O)O)c(C)c1N1CCCC1=O	-10.0	-17.9
C=CCNc1nc(N)c(C(=O)Nc2cc(C)on2)s1	-5.4	8.1

# Looked up above.
# In RmlCD inh mix, CCOC(=O)[C@@H]1[C@H]2COc3cc(OC)ccc3[C@@H]2N2C(=O)N(c3ccc(Br)cc3)C(=O)[C@]12C is entered as -14.3
# In RmlCD inh mix, CC1CCCN(CC(O)COc2ccc(Cl)cc2)C1 (stereo unspecified) is entered as -4.7
# In HIV RNase H inh, CCc1ccccc1N1CSC2=C(C#N)C(c3ccccc3F)CC(=O)N2C1 (stereo unspecified) is entered as 89.1*
# In RmlCD inh mix, Cc1ccc(S(=O)(=O)O)c(C)c1N1CCCC1=O is entered as -17.9

# The listing picks up, starting 2 compounds before the break.
compound	HIV RNase H inh	RmlCD inh mix
Cc1ccc(S(=O)(=O)O)c(C)c1N1CCCC1=O	-10.0	-17.9
C=CCNc1nc(N)c(C(=O)Nc2cc(C)on2)s1	-5.4	8.1
CN(C)c1ccc(/C(=N\O)c2ccccc2)cc1	11.6	-3.8
O=C(CNC(=O)c1ccc([N+](=O)[O-])cc1)c1ccccc1	x	5.4
Cc1ccc(-c2nn3c(C)nnc3s2)cc1NC(=O)c1cccnc1	-14.4	-2.8
COc1ccccc1-c1cc(C(=O)Nc2cc(C)n(Cc3ccc(Cl)cc3)n2)no1	-10.7	-1.9
CC(C)[C@H](NC(=O)c1ccccc1)C(=O)OCC(=O)c1ccc2c(c1)NC(=O)CO2	x	7.2
CN1CCN(NC(=O)c2cc([N+](=O)[O-])cc([N+](=O)[O-])c2)CC1	x	-10.5
CNC(=O)/C(=N\O)c1ccccc1	-4.2	8.6
CC1CN(C(=O)/C=C/c2cccc([N+](=O)[O-])c2)CC(C)O1 (stereo unspecified)	x	4.8
Cc1cc(C(N)=O)c2cc(Br)ccc2n1	1.8	10.9
Cc1cc(C)nc(NS(=O)(=O)c2ccc(NS(=O)(=O)c3ccccc3)cc2)n1	x	-4.8
O=C(NCc1ccco1)C1CCN(S(=O)(=O)N2CCC3(CC2)OCCO3)CC1	-4.1	-11.9
CCOC(=O)CCc1nc2ccccc2[nH]1	-3.5	1.5

# Next part
structure,HIV RNase H inh,RmlCD inh mix
CCOC(=O)N1CCC(NCCNC(=O)c2ccc(Cl)cc2)CC1,1.6,-9.8
O=C(N/N=C/c1ccncc1)c1ccccc1,x,22.6
CCCc1cc(C(=O)Nc2sc(C(C)=O)c(C)c2C(=O)OCC)no1,67.6*,-9.8
COc1ccc(N2C(=O)C3C4C=CC(C4)C3C2=O)nn1 (stereo unspecified),-6.3,-12.5
CCc1cc2c(=O)c(-c3nc4ccccc4n3C)c(C(C)C)oc2c(CN2CCN(C)CC2)c1O,-0.3,9.2
O=C1c2cccc(Cl)c2C(=O)c2c1cccc2N1CCCC1,x,-6.7
C#CCOCCOCCOCCNc1nc(N2CCN(C(=O)[C@H]([C@@H](C)CC)n3cc([C@@H](N)CO)nn3)CC2)nc(N2CCN(C(=O)[C@H](Cc3ccc(O)cc3)n3cc([C@@H](N)CC(C)C)nn3)CC2)n1,x,-1.1
O=S(=O)(/N=C/c1c(O)ccc2ccccc12)c1cccs1,x,4.2
O=C(Cn1c(=S)[nH]c2ccccc2c1=O)N1CCC2(CC1)OCCO2,x,6.7
CC1(C)CC(=O)C2=C(C1)N(c1cccc(O)c1)C1=C(C2)C(=O)CC(C)(C)C1,30.2,38.6*
CCc1cc2c(=O)c(-c3cscn3)coc2c(CN(C)C)c1O,-0.2,14.6
CCCCOC(=O)Nc1nnc(COc2ccccc2)s1,-13.6,-8.6

# Next part.
structure,HIV RNase H inh,RmlCD inh mix
Cc1ccc(C)c(NC(=S)NC(NC(=O)N(C)C)C(Cl)(Cl)Cl)c1 (stereo unspecified),x,-11.1
Cc1ccc(NC(=S)NC(NC(=O)c2ccco2)C(Cl)(Cl)Cl)cc1 (stereo unspecified),x,9.2
COC(=O)C1=C(N)OC2=C(C(=O)CC(C)(C)C2)C1c1ccoc1 (stereo unspecified),-9.7,-5.6
C(=N\c1nccs1)/c1c[nH]c2ccccc12,-13.3,-2.6
C#C[C@]1(O)CC[C@H]2[C@@H]3CCC4=CC(=O)CC[C@]4(C)[C@H]3CC[C@@]21C,-10.2,16.4
c1csc(Cc2nc3ccccc3[nH]2)c1,-4.0,-6.2
NC(=O)c1ccc(NC(=O)c2ccc(CN3CCOCC3)cc2)cc1,x,1.8
COC(=O)C1=C(c2cc3ccccc3s2)C[C@@H]2CC[C@H]1N2C(=O)NCCNC(C)=O,x,-16.1
Cn1c(=O)c(NCCc2ccccc2)c2c3c(cccc31)C(=O)c1ccccc1-2,x,15.6
CCN1CCCC1CNC(=O)Cn1cnc2ccc(S(=O)(=O)N3CCC(C)CC3)cc2c1=O (stereo unspecified),-7.3,12.0
CCCc1nc2c(s1)CCc1onc(-c3ccc(Br)cc3)c1-2,x,5.0
COc1ccc(-n2c(C)c(C(C)=O)c3cc(O)ccc32)cc1,-5.7,x

# Remaining list, next part.
structure,HIV RNase H inh,RmlCD inh mix
COc1cc2nc(CN3CCN(c4ncc(C(F)(F)F)cc4Cl)CC3)[nH]c(=O)c2cc1OC,-0.4,x
COc1cccc(N2CC(C(=O)Nc3c(C)cccc3C)CC2=O)c1 (stereo unspecified),-6.1,-22.9
Cc1ccc(-c2nnn(CC(=O)N3CCN(c4nc5ccccc5s4)CC3)n2)cc1,28.7,16.5
CCCCOC(=O)Nc1cc(C(=O)OC)ccc1C(=O)OC,-2.8,x
c1ccc(-c2ccccc2-n2cnnn2)cc1,-27.5,-8.8
N#C/C=C1\Sc2ccccc2C(=O)N1CC(=O)N1CCN(S(=O)(=O)c2ccccc2)CC1,-3.7,-2.6
Cc1cc(C)c2nc(SCC#N)cc(C)c2c1,-22.2,6.6
Cc1cc(C)nc(N2CCC(C(=O)NCCc3ccccc3)CC2)n1,-7.0,5.1
Cc1ccc(C)c2[nH]c(=O)c(CCNC(=O)CC(C)(C)C)cc12,18.5,10.6
O=C(c1ccccc1)N1CCN(C2CCCCC2)CC1,x,-8.7
Cc1noc(C)c1COC(=O)CCCc1c[nH]c2ccccc12,-17.8,x
O=C(Nc1ccc(Cl)cc1)[C@@H]1[C@@H]2C(=O)N(c3ccc(Cl)cc3Cl)C(=O)[C@@H]2[C@H]2C=CC=NN21,x,4.9

# Next results
structure,HIV RNase H inh,RmlCD inh mix
CC(C)c1ccc(NS(=O)(=O)c2ccc3[nH]cc(C(=O)N4CCC(C(N)=O)CC4)c(=O)c3c2)cc1,6.8,-19.1
CC(Cl)C(=O)c1c(N)n(C)c(=O)n(C)c1=O (stereo unspecified),x,-7.2
Cc1ccsc1CN1CCN(c2ccccn2)CC1,-1.7,6.2
Cc1c(F)cccc1NC(=O)CSCC(=O)Nc1ccccc1,x,-4.3
COc1ccc2[nH]c(=O)c(CN(C)C(=O)C3CCCCC3)cc2c1,3.6,21.8
CN(Cc1ccccc1)S(=O)(=O)c1ccc(S(=O)(=O)N2CCN(CCC#N)CC2)cc1,48.5,x
O=C(c1ccc(F)cc1)N1CCN(c2cc(=O)[nH]nc2-c2ccccc2)CC1,x,12.4
O=C(Oc1nsnc1N1CCOCC1)N1CCOCC1,1.3,-0.6
C[C@H]1CC[C@H]2C(=O)N[C@H](Cc3ccccc3)C(=O)N2[C@@H]1c1ccccc1,x,-11.9
CS(=O)(=O)Nc1ccc(Br)cc1C(=O)c1ccccc1,x,8.1
O=C(CCS(=O)(=O)c1ccc(Br)cc1)N1CCC2(CC1)OCCO2,-10.3,-0.7
CNS(=O)(=O)c1cnccc1N1CCN(c2cccc(C(F)(F)F)c2)CC1,x,-10.1

# Compound profiles, as listed above. Screens in order: HIV RNase H inh | RmlCD inh mix
# CN(Cc1ccccc1)S(=O)(=O)c1ccc(S(=O)(=O)N2CCN(CCC#N)CC2)cc1 as listed: 48.5 | x
# CNS(=O)(=O)c1cnccc1N1CCN(c2cccc(C(F)(F)F)c2)CC1 as listed: x | -10.1
# Cc1ccsc1CN1CCN(c2ccccn2)CC1 as listed: -1.7 | 6.2

# Later entries.
structure,HIV RNase H inh,RmlCD inh mix
CC(=O)Nc1ccc(S(=O)(=O)NCc2ccc(C)cc2)cc1,x,-11.3
COc1cccc(-n2c(SCC(=O)Nc3sc4c(c3C(N)=O)CCC4)nc3ccccc3c2=O)c1,x,-10.7
COC(=O)c1ccc(C(=O)OC)c(NC(=O)CS(=O)(=O)Cc2ccccc2)c1,x,15.8
O=C1c2ccccc2C(=O)N1Cc1ccc2c(c1)OCO2,-82.9,6.9
CC1(C)Cc2c(c(-c3ccccc3)[nH]c(=O)c2C#N)CO1,-0.6,6.6
c1ccc(N2CCN(c3ncccn3)CC2)cc1,x,-16.6
CCNc1c(N)c(=O)oc2ccccc12,-16.7,3.1
Cc1cc(C)nc(CC(N)=O)n1,-3.4,6.9
COc1cc2c(C#N)c(N3CCCCC3)nc(N)c2c(N)n1,-13.3,-10.4
Cc1cc(C)n(-c2nc(C)nc3sc4c(c23)CCC(C)C4)n1 (stereo unspecified),-22.5,-10.1
O=C(O)c1cccc(N2C(=O)CCC2=O)c1,-2.0,x
COc1ccccc1N1CCN(C(=O)c2ccccc2Oc2ccccc2)CC1,-1.5,27.2
O=C(Nc1ccc(F)cc1)N1CCOCC1,-6.5,0.9
Cc1occc1-c1nnc(SCC(=O)N2CCCc3ccccc32)n1Cc1ccco1,2.3,3.9
CC(C)CC(NC(=O)C1CCCCC1)C(=O)N1CCC2(CC1)OCCO2 (stereo unspecified),-7.9,38.4
